Screening results deposited in PubChem by National Center for Advancing Translational Sciences (NCATS).
TrxR1 inh: qHTS Assay for Inhibitors of Mammalian Selenoprotein Thioredoxin Reductase 1 (TrxR1): qHTS | recombinant rTrxR1, NADPH fluorescence consumption, selenite substrate | Thioredoxin reductase 1, cytoplasmic (Rattus norvegicus), O89049 | hit rate 1% among 390,000 | Potency, µM (titrated, usually from 114 µM), for inactives: top-dose activity change, negative = inhibition, actives largely listed as inhibitors; also: potency is read from the fitted curve at half-maximal effect; % is scaled to controls: 0 for no effect and ±100 for the full control effect; nearly all actives have a fitted effect of over 65% in size
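Rat TrxR1 (90 nM in the dispensed reagent) was pre-reduced with 400 uM NADPH for 5 min at room temperature, then incubated with compound for 15 min. After 400 uM selenite was added, NADPH fluorescence (Ex 340/Em 450 nm) was followed for 8 min.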
IDH1 R132H inh: qHTS for Inhibitors of mutant isocitrate dehydrogenase 1 (IDH1): qHTS; hit rate 0.093% among 390,000; Isocitrate dehydrogenase [NADP] cytoplasmic (Homo sapiens), O75874; Potency, µM (top dose mostly 76.6 µM), inactives show at the highest dose activity change, negative = inhibition, most hits filed as inhibitors; IDH1-R132H enzyme, NADPH consumption, diaphorase/resazurin fluorescence; also: potency is read from the fitted curve at half-maximal effect; % is scaled to controls: 0 for no effect and ±100 for the full control effect; nearly all actives have a fitted effect of over 65% in size
Target sequence (O75874 whole entry R132H, stated change not applied): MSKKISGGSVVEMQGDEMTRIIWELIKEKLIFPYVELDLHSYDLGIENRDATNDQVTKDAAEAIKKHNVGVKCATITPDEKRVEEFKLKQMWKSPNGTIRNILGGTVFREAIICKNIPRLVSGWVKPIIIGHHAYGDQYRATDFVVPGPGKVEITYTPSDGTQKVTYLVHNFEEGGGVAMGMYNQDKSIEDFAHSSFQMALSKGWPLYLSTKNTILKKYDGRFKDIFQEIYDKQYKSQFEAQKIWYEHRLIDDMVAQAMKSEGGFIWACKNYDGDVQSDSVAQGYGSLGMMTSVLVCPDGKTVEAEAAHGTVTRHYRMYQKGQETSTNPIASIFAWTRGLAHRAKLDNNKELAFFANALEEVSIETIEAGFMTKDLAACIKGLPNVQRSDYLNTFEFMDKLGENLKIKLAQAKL
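IDH1-R132H (0.5 ug/mL) preincubated 30 min with compound, then NADPH (0.016 mM) and alpha-KG (2 mM) added; 80 min at RT, pH 7.5. Remaining NADPH coupled via diaphorase/resazurin to fluorescence (540/590 nm); concentration-response curves normalized to no-enzyme control.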
PI4K2A inh: qHTS for small molecular inhibitors of PI4K2A; Phosphatidylinositol 4-kinase type 2-alpha (Homo sapiens), Q9BTU6; activity change, negative = inhibition, % at 76.9 µM; hit rate 0.13% among 420,000; purified PI4K2A, ADP-Glo luminescence, 1 h; hits give low values; in the data active = activity change below about -50%; inconclusive = mostly about -30% to -49%;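 also: -100% = wells without enzyme as full effect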
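PI4K2A activity was measured by ADP-Glo luminescence: enzyme (4 ug/mL stock) and phosphatidylinositol (1.2 mM stock) in Tris pH 7.5/MgCl2/EGTA/Triton X-100 buffer were reacted with ATP (300 microM stock) for one hour at ambient temperature.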
Pin1 inhibitor: qHTS Assay to Find Inhibitors of Pin1 | Pin1 FP peptide displacement, HiFluor488, 10 min | Potency, µM (doses to about 115 µM), without a hit: at the top dose activity, negative = inhibition, actives largely listed as inhibitors | hit rate 0.009% among 390,000 | AID 504891, 2011; active = well fitted inhibition curve with a large enough effect in the polarisation, with a control signal flat, not every such curve was filed as active; inconclusive = small, poorly fitted or top-dose-only effect, or effect the other way, or a change in a side signal; inactive = no such curve, though single readings can be large or run the other way; the % refers to the polarisation; also: potency is read from the fitted curve at half-maximal effect; % is scaled to controls: 0 for no effect and ±100 for the full control effect
Target sequence (Q13526 whole entry, looked up): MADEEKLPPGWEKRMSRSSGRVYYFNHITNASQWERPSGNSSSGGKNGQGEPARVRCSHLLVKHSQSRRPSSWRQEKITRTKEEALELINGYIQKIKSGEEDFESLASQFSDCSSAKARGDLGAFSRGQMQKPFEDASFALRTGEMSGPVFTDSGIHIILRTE
Tb PGK inh: qHTS Assay to Find Inhibitors of Phosphoglycerate Kinase; hit rate 0.043% among 380,000; PGK/GAPDH coupled, Kinase-Glo luminescence, 60 min; Phosphoglycerate kinase, glycosomal (Trypanosoma brucei brucei), P07378; Potency, µM (series often up to 57.5 µM), for inactives: top-dose activity change, negative = inhibition, usual class: inhibitors; also: potency is read from the fitted curve at half-maximal effect; % is scaled to controls: 0 for no effect and ±100 for the full control effect; nearly all actives have a fitted effect of over 60% in size
Target sequence (P07378 whole entry, looked up): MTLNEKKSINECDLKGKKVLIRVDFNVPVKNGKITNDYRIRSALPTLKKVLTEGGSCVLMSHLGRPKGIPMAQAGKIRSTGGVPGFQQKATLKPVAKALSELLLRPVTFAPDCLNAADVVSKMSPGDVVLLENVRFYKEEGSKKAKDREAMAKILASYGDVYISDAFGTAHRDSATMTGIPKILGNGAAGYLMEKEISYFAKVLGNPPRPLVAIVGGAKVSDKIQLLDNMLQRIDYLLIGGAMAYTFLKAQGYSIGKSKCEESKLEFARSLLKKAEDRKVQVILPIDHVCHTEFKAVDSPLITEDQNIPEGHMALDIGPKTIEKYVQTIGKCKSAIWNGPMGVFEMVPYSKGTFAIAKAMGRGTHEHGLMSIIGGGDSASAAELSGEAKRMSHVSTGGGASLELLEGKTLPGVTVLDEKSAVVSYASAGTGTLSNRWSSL
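Recombinant glycosomal PGK reaction used 1,3-bisphosphoglycerate generated in-well by GAPDH (100nM final) in 100mM TEA pH 7.6, 5mM MgCl2, 0.01% Tween-20. After 60 minutes at room temperature, ATP was read by Kinase-Glo Plus luminescence end-point.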
TrxR1 substrate: qHTS Assay for Substrates of Mammalian Selenoprotein Thioredoxin Reductase 1 (TrxR1): qHTS; AID 588456, 2011; hit rate 0.01% among 390,000; Potency, µM (titrated, usually from 114 µM), without a hit: top-dose activity change, negative = substrate turnover; purified TrxR1 substrate turnover, NADPH consumption readout; also: potency is read from the fitted curve at half-maximal effect; % is scaled to controls: 0 for no effect and ±100 for the full control effect; nearly all actives have a fitted effect of over 50% in size
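Rat TrxR1, dispensed at 90 nM, was prereduced with 400 uM NADPH (final) for 5 min at ~22 deg C, then incubated with compound 15 min before 400 uM selenite. A first-read NADPH fluorescence drop versus no-compound background flagged substrates.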
USP1-UAF1 inh: Inhibitors of USP1/UAF1: Primary Screen. hit rate 0.23% among 390,000. recombinant USP1/UAF1, Ub-Rhodamine cleavage fluorescence. AID 743255, 2014. Potency, µM (titrated, usually from 57.1 µM), for the others: at the top dose activity change, negative = inhibition, usual class: inhibitors; also: potency is read from the fitted curve at half-maximal effect; % is scaled to controls: 0 for no effect and ±100 for the full control effect; nearly all actives have a fitted effect of over 60% in size; inactives centre near -12
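In this screen, compounds sit with the deubiquitinase complex (1nM) for 15 min at room temperature before Ub-Rho is added at 150nM final. Fluorescence rise is then followed for 6 reads every 60 seconds.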
HP1b binding inh: HTS for Inhibitors of HP1-beta Chromodomain Interactions with Methylated Histone Tails. Chromobox protein homolog 1 (Homo sapiens), P83916. AlphaScreen HP1-beta / biotin-H3K9me3 peptide binding. Potency, µM (series often up to 114 µM), inactives show at the highest dose activity change, negative = inhibition, usual class: inhibitors. hit rate 0.56% among 390,000. AID 540317, 2011; also: potency is read from the fitted curve at half-maximal effect; nearly all actives have a fitted effect of over 70% in size; inactives centre near 23
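HP1-beta protein (50 nM final) preincubated 30 min at room temperature with biotinylated H3(1-18)K9me3 peptide (50 nM) in PBS pH 7.4, 0.01% Tween-20, then compound added for 30 min. AlphaScreen streptavidin donor/nickel chelate acceptor beads (10 ug/mL final), 30 min dark, luminescence read.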
GLS inhibitor: qHTS for Inhibitors of Glutaminase (GLS). Potency, µM (highest dose often 45.5 µM), for inactives: at the top dose activity change, negative = inhibition, most hits filed as inhibitors. hit rate 0.21% among 410,000. GLS enzymatic activity, qHTS titration. Glutaminase kidney isoform, mitochondrial (Homo sapiens), O94925. AID 624170, 2012; also: potency is read from the fitted curve at half-maximal effect; % is scaled to controls: 0 for no effect and ±100 for the full control effect
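Enzyme dispensed in phosphate buffer (45 mM, pH 8.2, 0.02% Tween-20), compounds pinned in, then 1 mM L-glutamine solution and the glutamate oxidase–HRP–Amplex Red mix added; fluorescence read immediately and again after 30 min at room temperature.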
The depositor's hits bear a star; i = inactive; ? = inconclusive; / = not tested or not shown; & = joins results of further samples; [ ] = remark or other dose. Unless noted, calls follow the shape of the dose curve; as a rule, active = well fitted curve in the direction sought with a large enough effect; inconclusive = small, poorly fitted or top-dose-only effect, or another doubt; inactive = no such curve, though single readings can be large; an effect the other way counts as inactive or inconclusive. Not all compounds are listed; rates above refer to the full screens.

Values in the order: TrxR1 inh	IDH1 R132H inh	PI4K2A inh	Pin1 inhibitor	Tb PGK inh	TrxR1 substrate	USP1-UAF1 inh	HP1b binding inh	GLS inhibitor
CCOc1ccccc1N1CCN(S(=O)(=O)c2cccc3nsnc23)CC1
  6%	8%	-3	2%	5%	4%	-14%	-15%	10%
CN(C)C(CNC(=O)c1ccc(NC(=O)CC#N)cc1)c1ccccc1 (stereo unspecified)
  -5%	0%	0	26%	6%	-2%	-16%	11%	3%
COC(=O)c1sccc1NC(=O)/C=C\c1ccc(Cl)cc1Cl
  16%[57.1 µM]	5%	3	4%	i	-6%[57.1 µM]	-21%	57%[activator]	1%
CCn1ccnc1CN(C)Cc1cn(-c2cccc(C)c2)nc1-c1cccc(F)c1
  8%	2%	-5	2%	-5%	-10%	-6%	?	0%
O=C(CSc1nnc(-c2ccc(OC(F)F)cc2)o1)NC(=O)NCc1ccco1
  -18%	6%	-10	33%[activator]	-9%	-13%	-1%	10%	0%
COc1ccc(N2CCN(CC(=O)Nc3nc(C)cs3)CC2)cc1
  6%[57.1 µM]	6%	-7	-8%	i	2%[57.1 µM]	-13%	40µM*	-12%
CCOc1ccc(NC(=S)N2CCC(N(C)CCN3CCOCC3)CC2)cc1
  -17%	4%	8	-1%	-3%	-10%	-5%	18%	28%
O=C(CSc1nc2ccsc2c(=O)n1Cc1ccc(F)cc1)NCc1ccc(Cl)cc1
  24%	-3%	3	-6%	-6%	3%	-20%	7%	-8%
CN1C(C(=O)NCC2CC2)CC2Cn3c(nc4cc5ccccc5cc43)C21 (stereo unspecified)
  -11%	3%	5	10%	-12%	2%	-26%	42%[activator]	-11%
COc1ccc2nc(/C=N/NC(=O)[C@H](CCSC)NC(=O)OC(C)(C)C)ccc2c1
  2%	-1%	-2	-10%	-10%	113%[activator]	-25%	24%	9%
CCOc1cc(C(=O)OCC(=O)c2c(N)n(C)c(=O)n(C)c2=O)cc(OCC)c1OCC
  5%	16%	2	0%	-6%	7%	-7%	11%	0%
Clc1cccc(-c2cc3nc4c(c(N5CCN(c6cnccn6)CC5)n3n2)CCCC4)c1
  16%[57.1 µM]	-10%	4	-2%	-1%	6%[57.1 µM]	-10%	14%	-3%
COCC(C)n1c(SCC(=O)NC(=O)NCc2ccccc2)nc2ccccc2c1=O (stereo unspecified)
  3%[57.1 µM]	8%	-3	13%	i	-9%[57.1 µM]	?	29%	-8%
O=C(CN1CCN(S(=O)(=O)c2ccc3c(c2)OCCCO3)CC1)N1CCc2ccccc21
  /	-7%	-5	/	2%	/	-1%	/	-2%
O=C(CCC(=O)N1Cc2ccccc2Oc2ncccc21)NCc1ccccc1Cl
  10%	-4%	0	0%	-7%	-1%	-10%	11%	-11%
O=C(NCCc1nc(-c2ccccc2Cl)no1)C1CCCCC1
  5%	14%	-1	-1%	-7%	4%	-28%	68%[activator]	-2%
CCOc1ccc(-c2cc(CCCC(=O)Nc3cc(OC)ccc3OC)no2)cc1
  -4%	3%	-6	2%	0%	-1%	-10%	21%	-4%
Cc1cc(SCC(=O)NCCCN2CCCC2=O)nc2ccccc12
  11%	9%	3	46%[activator]	i	-5%	-16%	43%[activator]	-2%
Cc1ccc(CNC(=O)c2ccccc2N(C)S(C)(=O)=O)cc1
  15%[57.1 µM]	-3%	-5	2%	-9%	3%[57.1 µM]	-9%	-10%	2%
OCCN1CCN(c2ncnc3scc(-c4ccc(F)cc4)c23)CC1
  -9%	-6%	2	-2%	7%	-7%	-7%	31%	2%
COc1ccccc1C(=O)c1nc2ccccc2n1C
  2%	11%	-1	-12%	4%	-5%	-17%	24%	11%
COc1ccc(S(=O)(=O)N2CCOCC2)cc1NC(=O)c1sccc1C
  5%	-1%	7	1%	i	-6%	-26%	42%[activator]	-6%
O=C(CCNC(=O)c1ccco1)Nc1cccc(C(F)(F)F)c1
  16%	-3%	9	-4%	-5%	-2%	9%	18%	-3%
Nc1nonc1C(=O)NCCNC(=O)c1ccccc1F
  15%[57.1 µM]	1%	8	5%	-10%	9%[57.1 µM]	0%	26%	0%
CC(NC(=O)CN1c2cccc3cccc(c23)S1(=O)=O)c1ccc(S(N)(=O)=O)cc1 (stereo unspecified)
  -8%	-6%	-13	?	-1%	12%	0%	-8%	-4%
CCc1ccc(-n2c(=O)c3c(C)c(C)sc3n(CC(=O)NCC3CCCO3)c2=O)cc1 (stereo unspecified)
  8%	-6%	-2	0%	-6%	3%	-11%	14%	6%
CSc1nc2n(n1)C(c1cccs1)C1=C(CCCC1=O)N2 (stereo unspecified)
  14%[57.1 µM]	2%	-2	-10%	-6%	9%[57.1 µM]	-15%	23%	-11%
OCC[C@@H]1C[C@@H](O)[C@H](O)[C@]2(CCCCO2)O1
  28%	-5%	1	10%	8%	11%	?	54%[activator]	1%
Cc1ccsc1C(=O)OCC(=O)NCc1ccco1
  16%[57.1 µM]	7%	-2	-4%	1%	7%[57.1 µM]	-15%	24%	-2%
Cc1nc2cc(-c3ccc(Br)cc3)[nH]n2c(=O)c1Cl
  27%	5%	2	-11%	-10%	0%	-16%	19%	7%

Compound profiles, from the list above.
CN1C(C(=O)NCC2CC2)CC2Cn3c(nc4cc5ccccc5cc43)C21 (stereo unspecified) is listed with TrxR1 inh: -11%; IDH1 R132H inh: 3%; PI4K2A inh: 5; Pin1 inhibitor: 10%; Tb PGK inh: -12%; TrxR1 substrate: 2%; USP1-UAF1 inh: -26%; HP1b binding inh: 42%[activator]; GLS inhibitor: -11%
Cc1nc2cc(-c3ccc(Br)cc3)[nH]n2c(=O)c1Cl is listed with TrxR1 inh: 27%; IDH1 R132H inh: 5%; PI4K2A inh: 2; Pin1 inhibitor: -11%; Tb PGK inh: -10%; TrxR1 substrate: 0%; USP1-UAF1 inh: -16%; HP1b binding inh: 19%; GLS inhibitor: 7%
Nc1nonc1C(=O)NCCNC(=O)c1ccccc1F is listed with TrxR1 inh: 15%[57.1 µM]; IDH1 R132H inh: 1%; PI4K2A inh: 8; Pin1 inhibitor: 5%; Tb PGK inh: -10%; TrxR1 substrate: 9%[57.1 µM]; USP1-UAF1 inh: 0%; HP1b binding inh: 26%; GLS inhibitor: 0%

The list continues:
Values in the order: TrxR1 inh	IDH1 R132H inh	PI4K2A inh	Pin1 inhibitor	Tb PGK inh	TrxR1 substrate	USP1-UAF1 inh	HP1b binding inh	GLS inhibitor
CC(/C=N\NC(=O)c1cc(C)oc1C)=C\c1ccccc1
  9%	0%	-3	-4%	-8%	-3%	-17%	40%[activator]	-2%
Cc1cc(Cl)ccc1NC(=O)CN1C(=O)COc2ccc(S(=O)(=O)Nc3ccccc3)cc21
  16%	3%	-2	26%	i	-6%	-20%	36%	-2%
CC(C)C[C@@H](COc1ccccc1)N1CCN(C)CCC1=O
  3%&-5%	1%	-1	-4%	2%	2%&-1%	-8%	44%[activator]	5%
O=C(CN1C(=O)NC2(CCSC2)C1=O)N1CCN(c2ccc(F)cc2)CC1 (stereo unspecified)
  -17%	2%	4	-3%	8%	7%	-11%	38%	22%
CCOCCCn1c(C)nc2c(c1=O)c1nc3ccccc3nc1n2-c1ccc2c(c1)OCCO2
  10%[57.1 µM]	3%	-1	10%	3%	3%[57.1 µM]	-16%	13%	-10%
COc1ccc2c(c1)Cc1c-2cc(Br)c(N)c1Br
  /	-8%	-3	/	3%	/	?	/	1%
CC(=O)c1c(C)[nH]c(C(=O)OCC(=O)NCc2ccc(Cl)cc2)c1C
  22%	2%	5	2%	-5%	4%	-18%	33%[activator]	-9%
CCN(Cc1ccccc1)S(=O)(=O)c1cn(C)cn1
  17%	0%	-2	6%	-1%	6%	-26%	35%	-4%
CCOc1ccc(C(C(=O)NC2CCCCC2)N(C(=O)c2ccccn2)c2cccnc2)cc1 (stereo unspecified)
  16%[57.1 µM]	-6%	1	-3%	1%	10%[57.1 µM]	-8%	20%	0%
c1ccc2c(N3CCCCC3)nc(N3CCCC3)nc2c1
  8%	7%	0	?	6%	5%	4%	54%[activator]	-2%
CC(=O)Nc1cccc(OCc2ccc([N+](=O)[O-])cc2)c1
  /	0%	-6	/	-6%	/	-24%	/	-10%
